rCAG RNA binder: binds r(CAG) RNA repeats; inhibition, % at 3 µM; AID 651821; hit rate 1.3% among 370,000; r(CAG) RNA repeat, TO-PRO-1 dye displacement fluorescence;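 active = inhibition above the plate cutoff, the mean of all test compounds on that plate plus 3 SD, cut at about 35% in these data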;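 also: 0% = DMSO alone and 100% = 100 µM mitoxantrone as full dye displacement; higher means more dye released from RNA so lower well fluorescence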
HTRA1 inh: inhibitors of human serine peptidase HTRA1. AID 504803. inhibition, % at 5.96 µM. hit rate 0.5% among 340,000. recombinant HTRA1, FP-rhodamine activity-based probe, fluorescence polarization. Q92743; in the data active = inhibition above about 36%;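 also: 0% = enzyme with DMSO and 100% = wells lacking enzyme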
TCR-CD3 inh: inhibitors of human TCR-CD3 interaction; TAMRA-labeled TCR probe fluorescence, biochemical; inhibition, % at 9.4 µM; hit rate 0.37% among 360,000; AID 651800; in the data active = inhibition above about 19%;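 also: recombinant mutant TCR 2C K166C tagged with TAMRA read by polarization; 0% = receptor in buffer alone and 100% = receptor with positive control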
MBD2 DNA inh: MBD2-methylated oligo binding inhibition. TR-FRET, MBD2 binding to methylated oligonucleotide. inhibition, % at 4.4 µM. hit rate 0.31% among 370,000. AID 686964; in the data active = inhibition above about 13%
Target sequence (Q9UBB5 whole entry, looked up): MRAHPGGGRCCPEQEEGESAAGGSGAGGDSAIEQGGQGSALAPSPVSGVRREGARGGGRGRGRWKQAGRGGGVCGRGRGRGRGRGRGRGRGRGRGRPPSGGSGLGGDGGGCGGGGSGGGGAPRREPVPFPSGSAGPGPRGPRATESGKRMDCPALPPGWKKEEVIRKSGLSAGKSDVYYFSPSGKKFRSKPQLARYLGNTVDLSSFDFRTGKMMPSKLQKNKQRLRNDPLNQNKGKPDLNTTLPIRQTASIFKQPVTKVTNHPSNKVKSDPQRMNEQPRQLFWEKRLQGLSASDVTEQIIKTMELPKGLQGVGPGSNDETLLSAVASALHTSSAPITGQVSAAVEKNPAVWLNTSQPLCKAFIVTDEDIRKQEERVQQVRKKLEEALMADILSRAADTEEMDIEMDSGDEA
ABHD4 inh: inhibitors of mouse ABHD4; Q8VD66; purified mABHD4, FP-Rh probe fluorescence polarization; inhibition, % at 8.92 µM; hit rate 0.54% among 370,000;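 active = inhibition exceeding the mean over every tested compound plus 3 SD, cut at about 30% in these data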;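 also: 0% = plate median of compound wells and 100% = S159A mutant with DMSO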
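Test system: mABHD4 protein | Buffer or medium: HEPES pH 7.0 buffer, 150 mM NaCl, 0.01% Pluronic F-127 | Probe or stimulus: FP-Rh fluorescent activity-based probe, added after compound pre-incubation | Timing: Pre-incubation 45 min, probe exposure 60 min, at 25 °C | Technique: Fluorescence polarization, excitation 525 nm, emission 598 nm, BODIPY TMR filters | Repeats: Single well per compound (singlicate)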
UHRF1 binding: UHRF1 methyl-DNA binding inhibition. Q96T88. hit rate 0.75% among 370,000. AID 687016. UHRF1 binding to methylated oligo, TR-FRET. inhibition, % at 4.4 µM; in the data active = inhibition above about 21%;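 also: UHRF1 SRA domain binding a hemimethylated CpG hairpin DNA probe; 0% = median of test compound wells and 100% = reference inhibitor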
PG9 Ab binder: small molecules binding HIV-1 gp120 antibody PG9 | AID 624416 | TR-FRET gp120-PG9 antibody binding | hit rate 0.43% among 360,000 | inhibition, % at 6.7 µM; in the data active = inhibition above about 8.5%
PRMT1 inh: inhibitors of human PRMT1; Q99873; recombinant PRMT1, activity-based probe fluorescence polarization; inhibition, % at 2.79 µM; hit rate 1.3% among 370,000; AID 652257;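 active = inhibition above about 21% made by adding two undisclosed values, limit read from the data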
Rev-erbA mod: modulates human Rev-erb alpha binding to DNA; P20393; hit rate 0.79% among 370,000; activity, % at 10 µM; Rev-erbα–FITC-DNA binding, fluorescence polarization, 90 min;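 active = activity above about 14%, limit read from the data; passing the limit was not always enough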;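 also: 0% = DMSO wells with 35 nM protein and 100% = DMSO wells with 750 nM protein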
Target sequence (P20393 whole entry, looked up): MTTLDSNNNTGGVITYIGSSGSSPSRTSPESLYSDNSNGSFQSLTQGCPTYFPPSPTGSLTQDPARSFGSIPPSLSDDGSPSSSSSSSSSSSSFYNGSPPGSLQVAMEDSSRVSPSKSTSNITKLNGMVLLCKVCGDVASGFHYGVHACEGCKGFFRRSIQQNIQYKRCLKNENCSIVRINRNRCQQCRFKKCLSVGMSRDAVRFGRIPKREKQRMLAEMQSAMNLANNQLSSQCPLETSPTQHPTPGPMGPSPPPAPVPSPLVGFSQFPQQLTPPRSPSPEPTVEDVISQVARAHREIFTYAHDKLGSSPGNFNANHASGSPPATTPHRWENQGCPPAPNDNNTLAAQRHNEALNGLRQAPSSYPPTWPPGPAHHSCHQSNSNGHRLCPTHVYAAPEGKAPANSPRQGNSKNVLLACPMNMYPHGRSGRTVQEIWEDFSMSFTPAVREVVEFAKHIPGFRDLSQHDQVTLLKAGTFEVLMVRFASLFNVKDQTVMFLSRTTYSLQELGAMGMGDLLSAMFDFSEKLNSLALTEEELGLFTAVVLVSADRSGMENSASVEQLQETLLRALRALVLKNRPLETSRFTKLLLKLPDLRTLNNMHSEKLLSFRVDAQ
LEDGF integ inh: blocks HIV-1 LEDGF/p75-dependent DNA integration; inhibition, % at 3.7 µM; hit rate 0.64% among 370,000; AID 743269; TR-FRET IN-LEDGF/p75 DNA integration, Eu/Cy5;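 active = inhibition above the screen-wide mean plus 3 SD, cut at about 13% in these data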;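 also: signal is the Cy5 over europium emission ratio at 671 and 618 nm; 0% = plate median of compound wells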
* marks the source's active call; other numbers are inactive results.

Screening CCOC(=O)N1CCC(NC(=O)C2=CCN(S(=O)(=O)c3ccc(OC)cc3)CC2)CC1 returned rCAG RNA binder -4.8, HTRA1 inh 5.4, TCR-CD3 inh -9.4, MBD2 DNA inh 0.6, ABHD4 inh 5.7, UHRF1 binding 0.6, PG9 Ab binder 1.2, PRMT1 inh 5.7, Rev-erbA mod -6.6 and LEDGF integ inh -1.6.
For N#Cc1nc(Cc2cccc3ccccc23)oc1NCCCn1ccnc1 the results were rCAG RNA binder 1.8, HTRA1 inh 0.2, TCR-CD3 inh 2.1, MBD2 DNA inh -2.5, ABHD4 inh 2.2, UHRF1 binding -0.8, PG9 Ab binder 0.4, PRMT1 inh -1.5, Rev-erbA mod 0.0 and LEDGF integ inh -0.1.
Screening CCN1C(=O)C(=O)N(CC(=O)NC(C)CCc2ccccc2)C1=O (stereo unspecified) returned rCAG RNA binder -0.5, HTRA1 inh 3.4, TCR-CD3 inh 3.5, MBD2 DNA inh -1.5, ABHD4 inh 5.6, UHRF1 binding 1.0, PG9 Ab binder -1.2, PRMT1 inh -1.8, Rev-erbA mod -7.2 and LEDGF integ inh 3.0.
COc1ccc(CCN2CN(S(=O)(=O)c3ccccc3)c3nc4ccccc4nc32)cc1 was read as rCAG RNA binder 12.5, HTRA1 inh -5.9, TCR-CD3 inh 0.2, MBD2 DNA inh -2.0, ABHD4 inh -19.6, UHRF1 binding -2.1, PG9 Ab binder 1.0, PRMT1 inh 1.0, Rev-erbA mod 2.8 and LEDGF integ inh 0.8.
Cc1cc(NC(=O)COc2ccc(Cl)cc2Cl)n(CCC#N)n1 was read as rCAG RNA binder -0.1, HTRA1 inh 7.0, TCR-CD3 inh -2.1, MBD2 DNA inh -2.6, ABHD4 inh -5.6, UHRF1 binding 2.2, PG9 Ab binder -0.2, PRMT1 inh -2.4, Rev-erbA mod 3.3 and LEDGF integ inh 3.0.
OC(Cc1cccc(Br)c1)c1ncc(-c2ccccc2C(F)(F)F)[nH]1 (stereo unspecified) was read as rCAG RNA binder 2.1, TCR-CD3 inh -5.8, MBD2 DNA inh -0.8, ABHD4 inh -9.8, UHRF1 binding -0.9, PG9 Ab binder 0.4, PRMT1 inh -4.7, Rev-erbA mod 8.3 and LEDGF integ inh -3.9.
Screening COc1ccc(CNC(=O)c2ccc(N3CCC4(CC3)CC(c3ccc(Cl)cc3)=NO4)c(NC(=O)c3ccccc3)c2)cc1 returned rCAG RNA binder 11.1, HTRA1 inh -5.7, TCR-CD3 inh -1.7, MBD2 DNA inh 1.0, ABHD4 inh -7.7, UHRF1 binding 0.5, PG9 Ab binder -0.8, PRMT1 inh 4.1, Rev-erbA mod 3.2 and LEDGF integ inh 0.5.
For Cc1noc(C)c1S(=O)(=O)N1CCC(C(=O)N2CCN(c3ccc(Cl)cc3)CC2)CC1 the results were rCAG RNA binder 0.8, HTRA1 inh -3.2, TCR-CD3 inh 2.4, MBD2 DNA inh 0.6, ABHD4 inh 0.5, UHRF1 binding -1.8, PG9 Ab binder -1.2, PRMT1 inh 0.8, Rev-erbA mod 5.3 and LEDGF integ inh 0.0.
Screening COc1ccc(S(=O)(=O)N(C)CC(=O)Nc2c(F)cccc2F)cc1 returned rCAG RNA binder 2.0, HTRA1 inh 3.0, TCR-CD3 inh 2.5, MBD2 DNA inh 4.2, ABHD4 inh -2.7, UHRF1 binding 1.6, PG9 Ab binder -2.7, PRMT1 inh 2.9, Rev-erbA mod 5.1 and LEDGF integ inh 5.0.
Cc1cc(=O)n(CCC(=O)O)c2ccccc12 was read as rCAG RNA binder 3.2, HTRA1 inh -2.2, TCR-CD3 inh 0.6, MBD2 DNA inh 2.9, ABHD4 inh 2.0, UHRF1 binding 1.0, PG9 Ab binder -0.4, PRMT1 inh -2.3, Rev-erbA mod -0.8 and LEDGF integ inh 1.0.
Screening O=C(c1ccccc1)c1ccc(Cn2cc(-c3ccccc3)nn2)cc1 returned rCAG RNA binder -0.6, HTRA1 inh -36.8, TCR-CD3 inh 4.0, MBD2 DNA inh -4.9, ABHD4 inh -9.2, UHRF1 binding 0.9, PG9 Ab binder -0.8, PRMT1 inh 0.8, Rev-erbA mod -0.4 and LEDGF integ inh 2.5.
Screening CCOC(=O)[C@]12CCCC=C1N(Cc1ccco1)C(=O)[C@H](CC(=O)NCc1ccc(OC)c(OC)c1)C2 returned rCAG RNA binder 2.2, TCR-CD3 inh 0.1, MBD2 DNA inh 0.4, ABHD4 inh 5.8, UHRF1 binding -1.3, PG9 Ab binder -1.6, PRMT1 inh -4.1, Rev-erbA mod 3.0 and LEDGF integ inh -1.9.
`CC1CN(C(=S)Nc2cccc([N+](=O)[O-])c2)CC(C)O1` (stereo unspecified) gave rCAG RNA binder -4.1, HTRA1 inh -3.7, TCR-CD3 inh -2.9, MBD2 DNA inh 6.4, ABHD4 inh 1.6, UHRF1 binding -0.5, PG9 Ab binder -0.6, PRMT1 inh 0.6, Rev-erbA mod 3.1 and LEDGF integ inh -2.4.
Screening O=C(NNC(=O)C12CC3CC(CC(C3)C1)C2)c1cnccn1 returned rCAG RNA binder 2.9, HTRA1 inh 6.2, TCR-CD3 inh -2.0, MBD2 DNA inh -1.9, ABHD4 inh -10.0, UHRF1 binding 2.8, PG9 Ab binder -0.8, PRMT1 inh -3.2, Rev-erbA mod 1.3 and LEDGF integ inh 3.3.
COC1(OC)N=C(N)C2(C#N)C(c3ccc(C)cc3)C12C#N (stereo unspecified) was read as rCAG RNA binder 2.2, HTRA1 inh -3.0, TCR-CD3 inh -5.0, MBD2 DNA inh -1.4, ABHD4 inh -3.9, UHRF1 binding 0.6, PG9 Ab binder 0.3, PRMT1 inh 6.3, Rev-erbA mod -0.1 and LEDGF integ inh -0.3.
`Cc1nnc2n(c1=O)C(CS(=O)(=O)c1ccccc1)CS2` (stereo unspecified) gave rCAG RNA binder 0.4, HTRA1 inh -3.3, TCR-CD3 inh -7.6, MBD2 DNA inh 4.9, ABHD4 inh -1.6, UHRF1 binding 4.0, PG9 Ab binder 0.0, PRMT1 inh -2.3, Rev-erbA mod -0.1 and LEDGF integ inh 3.6.
O=c1cc(O)c2c(=O)n(-c3ccccc3)c3ccccc3c2o1 was read as rCAG RNA binder 3.8, HTRA1 inh -6.2, TCR-CD3 inh 9.3, MBD2 DNA inh -1.0, ABHD4 inh -2.5, UHRF1 binding -0.7, PG9 Ab binder -2.7, PRMT1 inh -0.9, Rev-erbA mod 2.1 and LEDGF integ inh -1.8.
`CCC(C)(C)NC(=O)CN(Cc1ccc(F)cc1)C(=O)CCC(=O)Nc1ccccn1` gave rCAG RNA binder -8.0, HTRA1 inh 4.1, TCR-CD3 inh 4.8, MBD2 DNA inh -5.2, ABHD4 inh 2.1, UHRF1 binding -2.8, PG9 Ab binder -1.0, PRMT1 inh 0.1, Rev-erbA mod 1.7 and LEDGF integ inh -0.7.
COc1ccccc1OCc1cc(C(=O)N(C)CCC2CCCCO2)no1 (stereo unspecified) was read as rCAG RNA binder -5.5, HTRA1 inh 3.0, TCR-CD3 inh 3.4, MBD2 DNA inh 0.9, ABHD4 inh -3.3, UHRF1 binding -0.7, PG9 Ab binder -1.1, PRMT1 inh 0.9, Rev-erbA mod -6.9 and LEDGF integ inh -0.5.
For CCNC(=O)C(=O)NCC1OCCCN1S(=O)(=O)c1ccc(F)cc1C (stereo unspecified) the results were rCAG RNA binder -3.2, HTRA1 inh -3.8, TCR-CD3 inh 1.7, MBD2 DNA inh -3.3, ABHD4 inh 2.0, UHRF1 binding -2.4, PG9 Ab binder 0.7, PRMT1 inh -1.9, Rev-erbA mod -2.4 and LEDGF integ inh 4.0.
For O=C(Nc1cccc(S(=O)(=O)N2CCOCC2)c1)c1ccc(Cl)nc1 the results were rCAG RNA binder 1.4, HTRA1 inh 8.6, TCR-CD3 inh -3.0, MBD2 DNA inh -2.4, ABHD4 inh -1.2, UHRF1 binding 1.0, PG9 Ab binder 0.6, PRMT1 inh -0.7, Rev-erbA mod -2.8 and LEDGF integ inh 2.7.
`O=C(OC1CCCCC1)c1ccc(NC(=O)C2CCCCC2)cc1` gave rCAG RNA binder -6.1, HTRA1 inh -17.9, TCR-CD3 inh 1.1, MBD2 DNA inh -2.5, ABHD4 inh -5.3, UHRF1 binding 1.7, PG9 Ab binder 0.6, PRMT1 inh -2.5, Rev-erbA mod 1.7 and LEDGF integ inh 2.7.
For O=[N+]([O-])c1cc(Cl)c(O)c2ncccc12 the results were rCAG RNA binder 9.4, HTRA1 inh 54.6*, TCR-CD3 inh 0.7, MBD2 DNA inh -22.2, ABHD4 inh 18.1, UHRF1 binding -25.3, PG9 Ab binder 0.2, PRMT1 inh -2.7, Rev-erbA mod 4.6 and LEDGF integ inh 2.1.
COC(=O)c1ccc(C2/C(=C(\O)c3cccc(OC)c3)C(=O)C(=O)N2CCCN2CCOCC2)cc1 (stereo unspecified) was read as rCAG RNA binder -1.1, HTRA1 inh -0.4, TCR-CD3 inh 5.0, MBD2 DNA inh 0.3, ABHD4 inh -0.9, UHRF1 binding -2.4, PG9 Ab binder -0.6, PRMT1 inh 1.2, Rev-erbA mod 2.2 and LEDGF integ inh -0.5.
CN1C2=N[C@@H](c3ccc4c(c3)OCO4)CC(=O)N2/C(=C\c2ccccc2)[C@H]1c1ccccc1 was read as MBD2 DNA inh 1.5, ABHD4 inh -2.0, UHRF1 binding -1.8, PRMT1 inh 1.1, Rev-erbA mod -1.6 and LEDGF integ inh 0.5.
`O=C(COC(=O)CCOc1ccccc1)Nc1ncc(Cl)cc1Cl` gave rCAG RNA binder 4.0, HTRA1 inh -1.4, TCR-CD3 inh -2.5, MBD2 DNA inh -0.7, ABHD4 inh 3.1, UHRF1 binding 4.6, PG9 Ab binder -3.3, PRMT1 inh -1.4, Rev-erbA mod 5.5 and LEDGF integ inh 2.2.
Screening CC1CCCC(C)N1CCNC(=O)Cn1nc(-c2ccccc2)ccc1=O (stereo unspecified) returned rCAG RNA binder -3.9, HTRA1 inh -1.8, TCR-CD3 inh 2.3, MBD2 DNA inh 2.5, ABHD4 inh -2.7, UHRF1 binding -2.5, PG9 Ab binder -0.2, PRMT1 inh -4.3, Rev-erbA mod 3.0 and LEDGF integ inh 0.3.
`O=C(N/N=C/c1ccc(N2CCCC2)c([N+](=O)[O-])c1)c1cccnc1` gave rCAG RNA binder 4.0, HTRA1 inh 8.1, TCR-CD3 inh -13.8, MBD2 DNA inh -17.1, ABHD4 inh -2.4, UHRF1 binding -5.7, PG9 Ab binder -4.7, PRMT1 inh -1.4, Rev-erbA mod 3.8 and LEDGF integ inh 8.3.
O=C(O)C1CCC(Cn2c(SCc3cc(=O)n4cc(Br)ccc4n3)nc3ccsc3c2=O)CC1 (stereo unspecified) was read as rCAG RNA binder 6.5, HTRA1 inh 0.9, TCR-CD3 inh -1.4, MBD2 DNA inh 1.3, ABHD4 inh -0.2, UHRF1 binding 1.2, PG9 Ab binder 21.6*, PRMT1 inh 4.2, Rev-erbA mod 8.2 and LEDGF integ inh -3.5.
For Cc1ccc(N2C(=O)CC(NNC(=O)Cc3ccc(F)cc3)C2=O)cc1Cl (stereo unspecified) the results were rCAG RNA binder 6.5, HTRA1 inh -6.8, TCR-CD3 inh 0.1, MBD2 DNA inh -3.7, ABHD4 inh 5.9, UHRF1 binding 0.5, PG9 Ab binder 1.1, PRMT1 inh 0.9, Rev-erbA mod -0.9 and LEDGF integ inh -2.6.

The list is partial; the hit share may differ from the screen's.
